KOR beta-arrestin-1 – KOR agonists, beta-arrestin recruitment, primary screen, cell-based, luminescence, uHTS (AID 1777); KOR beta-arrestin recruitment, luminescence; higher % means a stronger effect; activation, % at 10 µM, or EC50 in µM where a hit was titrated; actives 0.02% (n = 280,000); Kappa-type opioid receptor (Homo sapiens); in the data active = activation above about 50%, passing the limit was not always enough; note: a part of the inactive calls stands beside numbers as strong as those of hits
HIV peptide binding – inhibitors of HIV fusion peptide binding, primary screen, biochemical, uHTS, fluorescence dequenching (AID 1986); cell-free peptide binding, fluorescence dequenching, 30 min; higher % means a stronger effect; inhibition, % at 20 µM; hits with a dose series show IC50 in µM; actives 0.3% (n = 290,000); in the data active = inhibition mostly above about 52%, no sharp cut-off; inactive = mostly below about 76%; note: some results filed as inactive read as strong as hits
SV40 large T antigen – SV40 large T antigen inhibitors, biochemical (AID 1903); actives 0.39% (n = 310,000); one-dose inhibition, % at 20 µM; IC50 in µM for titrated hits; SV40 large T antigen ATPase/helicase inhibition assay; higher % means a stronger effect; in the data active = a potency from the dose series; inconclusive = inhibition mostly from about 32% at the one dose, without a potency; inactive = the rest, 99 in 100 with inhibition below about 32%; note: strong numbers were not always called active
Rac1 GTP hydrolysis – MgcRacGAP GTPase-activating activity inhibitors, confirmation, biochemical, ADP Hunter fluorescence. Rac GTPase-activating protein 1 (Homo sapiens). MgcRacGAP-stimulated Rac1 GTP hydrolysis, ADP Hunter fluorescence; higher % means a stronger effect; GST-tagged Rac1 F28L mutant substrate. inhibition, % at 30 µM, or IC50 in µM where a hit was titrated. actives 0.6% (n = 340,000);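 active = first-screen hits whose inhibition reached a set limit at any dose in the follow-up dose series; inconclusive = inhibition above the set first-screen limit but never retested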;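 note: fluorescence reports GDP produced by GAP-driven GTP hydrolysis; strong numbers were not always called active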
GPR55 activation – GPR55 agonists via beta-arrestin recruitment, primary screen, imaging, U2OS cells, beta-arrestin-GFP redistribution (AID 1961). activation, % at 10 µM; hits with a dose series show EC50 in µM. U2OS GPR55 beta-arrestin-GFP redistribution imaging; higher % means a stronger effect. actives 0.048% (n = 290,000). G-protein coupled receptor 55 (Homo sapiens);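 active = activation above 40% with more than 50 cells counted in the well; inconclusive = wells holding fewer than 50 cells, flagged as toxic or sparse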;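 note: U2OS osteosarcoma cells stably expressing GPR55 and beta-arrestin-GFP; plate controls were DMSO negative control for no effect and LPI positive control for full effect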
NOD1 inhibition – NOD1 signaling inhibitors, primary screen, cell-based, luminescence, uHTS (AID 1578); NOD1-driven NF-kB luciferase reporter cells, luminescence; higher % means a stronger effect; one-dose inhibition, % at 4 µM; EC50 in µM for titrated hits; actives 1% (n = 290,000); in the data active = inhibition mostly above about 36%, no sharp cut-off; inactive = mostly below about 34%;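 note: HEK-293T reporter cells stimulated with the NOD1 agonist gamma-tri-DAP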
GPR55 antagonists – GPR55 antagonists blocking LPI-driven arrestin recruitment, primary screen, imaging, U2OS, beta-arrestin-GFP, LPI agonist (AID 2013) | G-protein coupled receptor 55 (Homo sapiens) | U2OS GPR55 beta-arrestin-GFP translocation imaging, LPI antagonism; higher % means a stronger effect | one-dose inhibition, % at 10 µM; IC50 in µM for titrated hits | actives 0.13% (n = 290,000);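 active = spots per cell inhibited over 60%, with over 100 cells counted and total cytoplasm intensity under 500,000; inconclusive = wells with under 100 cells, flagged as likely toxic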;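 note: U2OS cells stably carrying GPR55 and arrestin-GFP stimulated by 5 µM LPI near EC80; imaged beta-arrestin-GFP aggregate spots per cell after agonist stimulation; plate controls were LPI-stimulated DMSO wells for no effect and DMSO wells without LPI for full effect; some results filed as inactive read as strong as hits; confirmed hits need IC50 under 10 µM and bright autofluorescent wells are also inconclusive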
NOD2 inhibition – NOD2 signaling inhibitors, cell-based, luminescence, uHTS, HEK293 (AID 1566) | HEK293 NOD2/NF-kB luciferase reporter, luminescence; higher % means a stronger effect | actives 0.63% (n = 290,000) | inhibition, % at 4 µM; hits with a dose series show EC50 in µM; note: many of its hits are not listed in these tables
KOR beta-arrestin-2 – KOR antagonists, beta-arrestin recruitment, cell-based, luminescence, uHTS (AID 1778). Kappa-type opioid receptor (Homo sapiens). KOR beta-arrestin recruitment, luminescence, antagonist mode; higher % means a stronger effect. inhibition, % at 10 µM; hits with a dose series show IC50 in µM. actives 0.091% (n = 290,000); note: strong numbers were not always called active
* marks the source's active call; other numbers are inactive results; u = inconclusive; x = no result given; & = joins results of further samples; [ ] = another dose, or the depositor's remark. Cut-off read from the data, not from the text of the source, unless noted: active = inhibition above about 50%; inactive = the rest.

smiles	KOR beta-arrestin-1	HIV peptide binding	SV40 large T antigen	Rac1 GTP hydrolysis	GPR55 activation	NOD1 inhibition	GPR55 antagonists	NOD2 inhibition	KOR beta-arrestin-2
C=CCSC1=N/C(=C\c2cc(OC)c3c(c2)OCO3)C(=O)S1	-14%	0.4%	2%	10%	0.4%	-8%	-5%	9%	-16%
Cc1ccc(C(=O)NCCN2CCOCC2)cc1	10%	2.6%	0%	-1%	-0.3%	-39%	3%	-8%	2%
COc1cccc(-c2nc3n(n2)C(c2ccc4c(c2)OCO4)C(C(N)=O)=C(C)N3)c1 (configuration not stated)	2.7%	1.0%	11%	9%	0.0%	15%	-16%	-11%	-25%
Cc1ccc(NC(=O)CSCC(=O)N2CCN(Cc3ccc4c(c3)OCO4)CC2)cc1	3.2%	-0.7%	8%	6%	0.0%	-17%	-3%	-9%	7%
O=C(NC(=S)Nc1ccc(Oc2ccc(Cl)cc2)cc1)c1ccccc1	3.4%	1.6%	4%	18%	-2.3%	26%	16%	27%	27%
CCn1c(SCC(=O)N/N=C/C=C/c2ccco2)nc2ccccc21	-2.5%	33%	19%	20%	0.0%	-6%	6%	21%	30%
Cc1ccc(NC2=C(Cl)C(=O)OC2OC(=O)c2ccccc2)c(C)c1 (configuration not stated)	4.3%	0.1%	8%	8%	-0.4%	-24%	-4%	3%	-22%
CN(C)/C=C1\C=C2C(=O)c3ccccc3N2C1=O	2.6%	147%	20%	15%	-0.1%	-12%	-14%	5%	-39%
CC(C)c1nc2cc(C(=O)NC(c3cccnc3)C(F)(F)F)ccc2o1 (configuration not stated)	3.8%	-0.1%	9%	5%	-0.1%	-12%	5%	23%	-11%
Cc1n[nH]c(C)c1S(=O)(=O)N1CCCC(C(=O)N2CCc3ccccc32)C1 (configuration not stated)	-0.9%	1.0%	3%	4%	-0.2%	-18%	16%	19%	-19%
COc1cc2c(cc1OC)CN(CC(=O)Nc1ccc(Cl)cc1Cl)CC2	1.6%	-0.4%	5%	1%	1.0%	17%	-8%	0%	7%
COc1cc(/C=N/NC2=NCCCCC2)ccc1O	0.5%	-1.3%	6.1µM*	23µM*	0.5%	2%	11%	5%	1%
O=C(Cn1cc(/C=N/O)c2ccccc21)N1CCOCC1	-2.4%	1.0%	2%	8%	0.0%	-4%	21%	6%	21%
COC(=O)C1c2ccccc2-c2ccccc21	-2.0%	3.3%	-1%	6%	-1.0%	0%	8%	22%	-7%
COC(=O)C1=C(C)NC(=O)CC1c1ccccc1F (configuration not stated)	17%	-0.1%	6%	-4%	-0.2%	-1%	4%	16%	6%
CCOC(=O)N1CCN(C(=O)c2cc3c(=O)n(C)c4ccccc4c3n2C)CC1	-9.1%	-0.3%	15%	12%	-0.1%	-5%	4%	8%	22%
COc1ccc(Nc2cc(Cl)nc(N)n2)cc1	-0.1%	1.0%	6%	17%	-0.1%	-29%	10%	-7%	-8%
COc1cc(NC(=O)c2cc(C)on2)cc(C(=O)Nc2cccc(C(F)(F)F)c2)c1	0.1%	1.9%	16%	18%&3%	-0.1%	-4%	-3%	16%	0%
CCCCCCC(=O)Cc1cc(OC)c(OC)cc1C=C(C(=O)OCC)C(=O)OCC	-1.8%	-2.3%	9%	x	4.2%	-4%	9%	-2%	-18%
CCc1c(C(=O)Nc2cc(C)ccc2OC)[nH]c(C)c1C(C)=O	0.2%	-0.7%	6%	7%	0.2%	-36%	-6%	0%	14%
Cc1cccc(OCC(=O)Nc2ccc(S(=O)(=O)Nc3ccccn3)cc2)c1	-4.1%	-2.6%	-6%	9%	0.2%	14%	-11%	0%	-18%[20 µM]
COC(CNC(=O)C(=O)Nc1cc2c3c(c1)CCN3C(=O)CC2)OC	1.9%	0.2%	6%	5%	-0.3%	1%	11%	1%	-11%
Nc1nonc1-n1nnc(C(=O)N/N=C/c2cccnc2)c1CSc1ccccc1	6.6%	-0.8%	-8%	7%	-0.1%	-14%	-18%	2%	-56%
O=C(NCc1ccccc1)c1ccc(NC(=O)C2CCCO2)cc1 (configuration not stated)	-4.1%	0.9%	9%	1%	0.0%	-40%	7%	2%	-2%
Cc1cccc(-n2c(-c3csc(C)c3)n[nH]c2=S)c1	0.5%	-2.3%	8%	11%	0.0%	-10%	10%	1%	1%
Cc1cccc(OCC(=O)Nc2ccc(S(=O)(=O)N3CCN(C)CC3)cc2)c1	-1.0%	1.8%	4%	6%	-0.3%	-15%	7%	4%	13%
Cc1cc(C(=O)COC(=O)CN=C2NS(=O)(=O)c3ccccc32)c(C)n1CCc1ccc(Cl)cc1	7.3%	7.2%	9%	7%	0.4%	-21%	17%	15%	-3%
COc1ccc(C2C3=C(CCCC3=O)Nc3ccc4ncccc4c32)cc1OC (configuration not stated)	-2.6%	-2.8%	0%	2%	-0.1%	-6%	5%	-22%	10%
C/C(=N\NC(=O)COc1cccc2ccccc12)c1cccs1	21%	-1.1%	-2%	1%	-0.1%	-9%	-9%	6%	-13%
Cc1ccc(C(=O)Nc2c(N)nc(SCC(=O)NCC3CCCO3)[nH]c2=O)cc1 (configuration not stated)	-0.2%	-0.1%	15%	7%	-0.2%	-12%	20%	12%	-2%

Three structures already listed, ordered by length of the SMILES, ascending:
smiles	KOR beta-arrestin-1	HIV peptide binding	SV40 large T antigen	Rac1 GTP hydrolysis	GPR55 activation	NOD1 inhibition	GPR55 antagonists	NOD2 inhibition	KOR beta-arrestin-2
O=C(NCc1ccccc1)c1ccc(NC(=O)C2CCCO2)cc1 (configuration not stated)	-4.1%	0.9%	9%	1%	0.0%	-40%	7%	2%	-2%
CCc1c(C(=O)Nc2cc(C)ccc2OC)[nH]c(C)c1C(C)=O	0.2%	-0.7%	6%	7%	0.2%	-36%	-6%	0%	14%
COc1ccc(C2C3=C(CCCC3=O)Nc3ccc4ncccc4c32)cc1OC (configuration not stated)	-2.6%	-2.8%	0%	2%	-0.1%	-6%	5%	-22%	10%

Other results follow.
smiles	KOR beta-arrestin-1	HIV peptide binding	SV40 large T antigen	Rac1 GTP hydrolysis	GPR55 activation	NOD1 inhibition	GPR55 antagonists	NOD2 inhibition	KOR beta-arrestin-2
Cc1cc(C)n(-c2cc(N3CCN(S(=O)(=O)c4ccc(Cl)cc4)CC3)ccc2[N+](=O)[O-])n1	0.3%	0.3%	9%	2%	-0.5%	-30%	4%	19%	9%
N#Cc1c(N)n(-c2cccc(O)c2)c2nc3ccccc3nc12	x	0.0%	11%	9%	1.1%	-3%	7%	5%	-2%
COc1ccc(NC(=S)N2CCC(N(C)CC3CCCO3)CC2)cc1Cl (configuration not stated)	2.1%	1.8%	16%	5%	0.2%	-28%	4%	-8%	3%
COc1cc(C(=O)NCCC(=O)NC2CCCCCCC2)cc(OC)c1OC	5.2%	-2.7%	27%	8%	-0.1%	-24%	0%	-3%	-10%
CCN(CC)C(=O)CSc1nc2c(c(-c3cccnc3)c1C#N)CCCC2	-5.1%	-1.0%	6%	2%	-0.1%	-36%	9%	12%	1%
COc1ccc(OC)c(NC(=O)c2nnn(Cc3ccccc3C)c2N)c1	-4.3%	-2.6%	7%	11%	-0.1%	-34%	9%	-51%	-32%
CC(C)Cc1cc(C(=O)N2CCC(N3CCC(C(=O)N4CCOCC4)CC3)CC2)n[nH]1	x	0.0%	1%	-7%	-0.1%	-8%	20%	5%	4%[20 µM]
COc1cccc(CN2CCN(C(=O)CC(C)C)CC2)c1	-6.5%	0.5%	10%	u	-0.3%	-17%	12%	4%	-18%
C=CCn1c(SCC(=O)N2CC(=O)Nc3ccccc32)nc2scc(-c3cccs3)c2c1=O	0.1%	1.1%	16%	6%	0.6%	28%	11%	31%	14%
COc1ccc(NS(=O)(=O)c2ccc(NC(=S)NC(=O)c3cccnc3)cc2)nn1	-5.8%	-0.4%	4%	x	-0.2%	-8%	5%	21%	23%
CCc1nnc(NC(=O)Nc2ccc(OC)cc2)s1	6.9%	-1.9%	3%	10%	-0.1%	-51%	2%	-38%	-43%
Nc1ccccc1C(=O)NCCN1CCNC1=O	-4.2%	-1.5%	9%	10%	-0.2%	-3%	10%	22%	-4%
COc1ccc(N)c2c1OCCC2=O	-1.8%	9.6%	16%	9%	-0.2%	-7%	6%	-5%	-4%
O=C(O)Cn1nc(-c2ccccc2)c2ccccc2c1=O	-4.0%	1.5%	13%	3%	0.2%	-14%	15%	5%	13%
CC1CC(C)CN(S(=O)(=O)N2CCC(C(=O)NCCc3ccccc3)CC2)C1 (configuration not stated)	-3.1%	0.4%	9%	9%	0.2%	-6%	-10%	5%	-23%
CCOc1nonc1C(=N)/C(C(C)=O)=C(\C)O	-2.6%	-0.4%	4%	13%	-0.2%	-34%	1%	-29%	0%
CCOC(=O)CSc1nnc(NC(=O)c2cccc(S(=O)(=O)N3CCCCC3)c2)s1	-0.1%	0.0%	8%	5%	-0.1%	3%	-5%	19%	37%
COc1ccccc1NC(=O)N(Cc1cc2cc(OC)c(OC)cc2[nH]c1=O)CC1CCCO1 (configuration not stated)	-2.4%	-1.5%	19%	-3%	-0.1%	-21%	4%	16%	11%
CC(C)(C)NC(=O)CSc1nc(N)c(NC(=O)c2ccccc2F)c(=O)[nH]1	1.4%	0.4%	25%	8%	0.0%	-20%	-6%	4%	4%
O=S1(=O)CCC(NC(=S)N2CCOCC2)C1 (configuration not stated)	13%	-1.6%	9%	9%	-0.8%	24%	-1%	-6%	1%
O=C(NCc1cccnc1)c1nc(-c2cccs2)no1	-2.7%	-0.7%	2%	8%	-0.1%	-35%	8%	14%	-22%[20 µM]
Cc1ccccc1-c1n[nH]c(=S)n1/N=C/C=C/c1ccco1	4.2%	33%	53µM*	22%	-0.1%	-6%	-3%	6%	-1%
Cc1nc2ccccc2n1CC(=O)OCC(=O)NCCc1ccccc1	-0.4%	-2.2%	5%	5%	0.3%	-3%	3%	-7%	12%

Assay outcomes deposited in PubChem by several laboratories.

These rows are one share of the data (hit frequency here may not be typical).
